Source: PubChem
KLF5 inhibitor = inhibitors of KLF5 expression. DLD-1 KLF5 promoter-luciferase reporter, luminescence. actives 0.23% (n = 290,000). AID 1700. inhibition, % at 5 µM;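 active = inhibition above a per-plate limit of that plate's mean compound inhibition plus 3 SD, cut at about 60% in these data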;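 note: 0% = DMSO wells and 100% = LY294002 at 200 µM; higher means less KLF5 promoter-driven luciferase light; inactives centre near -14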
HDAC3 inhib = human HDAC3 inhibition; recombinant HDAC3, fluorogenic peptide/trypsin coupled, fluorescence; O15379; actives 0.15% (n = 320,000); AID 2718; inhibition, % at 8.3 µM; in the data active = inhibition above about 26%, passing the limit was not always enough; inconclusive = no clear call, values can overlap the other calls
Target sequence (O15379 whole entry, looked up): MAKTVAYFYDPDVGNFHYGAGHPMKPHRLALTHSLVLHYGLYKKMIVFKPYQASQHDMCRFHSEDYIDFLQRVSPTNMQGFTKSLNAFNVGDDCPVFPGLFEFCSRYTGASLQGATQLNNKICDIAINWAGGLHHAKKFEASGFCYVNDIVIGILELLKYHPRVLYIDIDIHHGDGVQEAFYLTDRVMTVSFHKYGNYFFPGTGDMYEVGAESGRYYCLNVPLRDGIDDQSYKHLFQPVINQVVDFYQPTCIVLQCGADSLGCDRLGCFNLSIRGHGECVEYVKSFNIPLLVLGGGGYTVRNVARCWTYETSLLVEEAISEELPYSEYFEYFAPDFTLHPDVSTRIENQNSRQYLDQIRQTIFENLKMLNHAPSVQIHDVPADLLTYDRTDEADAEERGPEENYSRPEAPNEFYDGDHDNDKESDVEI
aSyn 5UTR inh = 5' untranslated region of α-synuclein, MLPCN primary screen. AID 1813. alpha-synuclein 5'UTR reporter, inhibitor activity. inhibition, % (tested at 7.5 µM). actives 0.82% (n = 300,000); in the data active = inhibition above about 60%; inconclusive = no clear call, values can overlap the other calls;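 note: H4 neuroglioblastoma cells stably carrying SNCA 5'UTR luciferase fusion; 0% = DMSO wells and 100% = positive control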
HSF1 inh = HSF1 inhibition. NIH3T3-HGL HSE-luciferase, MG132-induced, luminescence 8 h; stronger effect = lower value. activity change, negative = inhibition, % at 7.5 µM (by protocol). actives 0.77% (n = 300,000);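 active = more than half of replicate wells show activity change below -50%, luminescence cut by over half; inconclusive = some wells, but at most half, below -50%; inactive = no replicate well below -50%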;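 note: luciferase reports HSF-1 transcriptional activity via heat shock element; 0% = median of DMSO wells and -100% = zero luminescence signal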
IEC-6 tox = counter-screen for KLF5 inhibitors: cytotoxicity in IEC-6 cells. AID 1825. inhibition, % at 5 µM. IEC-6 cytotoxicity, luminescence viability. actives 0.78% (n = 290,000); in the data active = inhibition above about 22%;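 note: 0% = plate median of test compound wells and 100% = cytotoxic reference compound wells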
HSP90 inh = blocks HSP90-mediated luciferase refolding in reticulocyte lysate | inhibition, % at 5.6 µM | Rabbit reticulocyte lysate, luciferase refolding luminescence, 3 h | actives 0.91% (n = 290,000);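 active = inhibition above the screen-wide mean plus 3 SD, computed separately per campaign, cut at about 16% in these data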;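 note: 0% = DMSO wells and 100% = 60 µM geldanamycin wells; inhibitors lower the luminescence because luciferase stays unfolded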
HIF act = HIF pathway transcriptional activation | activation, % at 7.5 µM (by protocol) | actives 0.32% (n = 300,000) | U2OS HRE-luciferase reporter, luminescence; normalized: DMSO 0%, desferrioxamine 100%;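 active = mean activation of at least 10% of the iron chelator positive control signal, with at least half of replicates also reaching 10%; inconclusive = mean and replicate majority disagree about reaching 10%; inactive = mean and most replicates under 10%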
Platelet DG rel = modulates dense granule release in human platelets; human platelet-rich plasma, SFLLRN dense granule ATP release, luminescence; actives 0.22% (n = 300,000); inhibition, %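 (compounds screened at 7.5 µM in platelet-rich plasma)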;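 active = mean replicate score, as percent of positive control, at or above 50; inconclusive = mean below 50 but at least one replicate at or above 50; inactive = mean and every replicate below 50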
HSF1 activator = increases HSF-1 driven luciferase reporter signal; actives 1.7% (n = 300,000); AID 504408; activation, % at 9 µM; NIH3T3-HGL HSF-1 luciferase reporter, MG132, 8 h; 100% = twice DMSO control signal;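 active = mean replicate activation of at least 50% with a set share of replicates each reaching 50%; inconclusive = only one of those two conditions met; inactive = mean below 50% and too few replicates reaching it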;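 note: 0% = median of the neutral control wells and 100% = twice that signal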
AI-2 QS mod = modulates the Vibrio harveyi AI-2 quorum sensing system. Vibrio harveyi JMH597 AI-2 luminescence/OD600 ratio, 9 h; stronger effect = lower value; strain lacks LuxN and CqsS sensors; 0 = neutral-control median. activity change, % at 7.5 µM. actives 0.4% (n = 300,000). AID 2094; in the data active = activity change below about -75%, passing the limit was not always enough; inconclusive = no clear call, values can overlap the other calls;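 note: luminescence divided by OD600 gain over 9 h not by final OD600 alone; inactives centre near 13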
Starred values were filed as active, the others as inactive; u = inconclusive; x = no result given; & = joins results of further samples.

SMILES	KLF5 inhibitor	HDAC3 inhib	aSyn 5UTR inh	HSF1 inh	IEC-6 tox	HSP90 inh	HIF act	Platelet DG rel	HSF1 activator	AI-2 QS mod
CCCCCC(=O)N[C@@H](c1ccccc1)[C@@H](O)C(=O)O[C@H]1C[C@@]2(O)[C@@H](OC(=O)c3ccccc3)C3[C@](C)(C(=O)[C@H](OC(C)=O)C(=C1C)C2(C)C)[C@@H](O)C[C@H]1OC[C@@]31OC(C)=O (stereo partly drawn)	66*	-2	87*	-4	96*	-1	0.7	-6	-11	-13
O=C(N/N=C/c1ccc(Cl)c([N+](=O)[O-])c1)c1cnccn1	-13	-9	-72	-2	-12	-1	0.2	0	-10	24
COC(=O)[C@H]1Cc2cnoc2C[C@]1(C)C(=O)O	-12	3	14	-1	-8	-5	-0.1	0	-16	8
O=C(CCS(=O)(=O)c1cccs1)Nc1ccc(C(=O)NCc2ccccc2)cc1	-8	0	12	-5	4	4	-1.5	2	14	18
CC1C(=O)O[C@@H]2C[C@@H](C)[C@@H]3CCC(=O)[C@@]3(C)[C@@H](O)[C@H]12 (stereo partly drawn)	x	-10	-3	-1	x	x	-0.1	7	10	24
CC(C)CNC(=S)N(CCO)Cc1cc2cc3c(cc2[nH]c1=O)OCO3	-5	1	16	-7	-3	-1	-0.8	1	-3	44
CCOC(=O)COc1ccc2nsnc2c1	12	-5	18	8	1	2	0.5	3	-8	11
Fc1ccc(CSc2nc3ncccc3[nH]2)cc1	-113	4	-105	21	7	1	3.8	2	12	13
CCN(CC)CCNc1nc2ccccc2n1C	9	0	4	15	-1	-3	-37	-5	57*	41
OC(COc1ccc(Br)cc1)Cn1ccnc1 (stereo not drawn)	-16	-1	-5	21	8	3	0.6	-2	40	6
C=CCN(c1ccccc1)S(=O)(=O)c1cccc(C(=O)NC2CCC(O)CC2)c1 (stereo not drawn)	x	x	5	-4	x	x	0.0	5	0	7
CCOc1ccc(NC(=O)CCC(=O)Nc2nnc(CC)s2)cc1	-29	-2	-2	-3	-3	1	-0.4	5	6	14
O=C(CCNS(=O)(=O)c1ccccc1C(F)(F)F)N1CCN(c2ccccc2O)CC1	x	4	11	0	x	x	0.7	-1	0	36
CN1CCN(NC(=O)c2cccc(S(=O)(=O)N3CCCCCC3)c2)CC1	1	-3	4	-6	0	-3	0.3	-1	3	9
CC(Sc1nc2ccccc2c(=O)n1CC1CCCO1)C(=O)NC(C)c1ccccc1 (stereo not drawn)	x	-1	1	5	x	x	0.1	1	20	11
Cc1occc1-c1nnc(SCC(=O)Nc2nccs2)n1Cc1ccco1	12	9	-1	-3	2	5	-0.4	1	11	25
Cc1ccc(S(=O)(=O)Cc2ccc(C(=O)NCCCN3CCCC3=O)o2)cc1	-14	-11	-10	0	-5	-2	-0.5	1	28	16
COc1ccc(S(=O)(=O)N2CCCN(Cc3cccc(F)c3)CC2)cc1	-3	-2	7	1	-2	-3	0.2	-1	7	2
CCOc1ccc(Nc2nc(Cc3nnc(SCC(=O)NC4CCCC4)n3C)cs2)cc1	-36	2	15	x	2	-1	0.2	-1	x	21
O=S(=O)(NCc1ccc(F)cc1)c1ccc(-n2cccn2)cc1	-15	2	6	-3	-3	0	-0.6	-2	-1	15
C(=N\n1cnnc1)/c1ccc2ncccc2c1	0	-8	0	-5	-4	2	-0.1	3	-11	15
Cc1cc(N2CCOCC2)n2ncc(-c3ccc(Cl)cc3)c2n1	-101	-4	x	x	3	35*	x	x	x	18
CC1=NCCN1S(=O)(=O)c1c(C(C)C)cc(C(C)C)cc1C(C)C	-8	16	-4	2	0	1	-0.8	-8	-7	-1
COc1ccc(S(=O)(=O)NC2CCCCCC2)cc1C(N)=O	0	-6	0	-3	-3	-5	-0.2	-20	-13	23
CC(=O)c1c(C)[nH]c(C(=O)Nc2ccc(C)cc2Br)c1C	-122	2	-131	23	-1	-2	1.5	-2	34	37
CC(OC(=O)c1oc2ccccc2c1COc1ccccc1)C(N)=O (stereo not drawn)	8	0	55	-2	6	-3	-0.4	-1	7	29
CC(C)(C)C(=O)Cn1ncc(Br)c(Br)c1=O	-19	x	-92	u	29*	2	-7.6	0	-29	0
Nc1nc(NCC2CCCO2)nc(Nc2cccc(F)c2)c1[N+](=O)[O-] (stereo not drawn)	-8	1	15	7	-2	-3	-0.9	-10	5	19
O=c1cc(CO)[nH]cc1OCc1ccccc1	-23	-1	-3	-3	2	-1	u	6	-10	27
CCCCn1cnc2c1c(=O)[nH]c(=O)n2CCCC	-12	3	14	10	0	5	-0.4	3	-2	7
CC1(N2CCOCC2)CC2(O)C(=[N+]1[O-])CCc1c2no[n+]1[O-] (stereo not drawn)	0	-6	5	-6	-7	3	-0.9	1	-15	-2
Cc1c2cnn(CC(=O)Nc3c(F)c(F)cc(F)c3F)c(=O)c2c(C)n1Cc1ccccc1F	-10	-5	8	-4	-2	0	-0.6	0	0	39
O=C1c2ccncc2C(=O)N1Cc1cccc(Cl)c1	-26	5	-16	-3	-1	0	0.4	10	-16	13
Cc1cccc(C(=O)NNC(=O)c2ccccc2Br)c1	-64	3	-15	-5	0	-4	1.7	-4	5	6
Cc1cccc(NC(=S)N(Cc2cccs2)Cc2cc3cc(C)cc(C)c3[nH]c2=O)c1	-8	7	-15	4	4	-1	1.9	-8	25	22
CC(C)Sc1nc2sc3c(c2c2nnc(SCC(=O)NCc4ccco4)n12)CCCC3	1	-6	4	-1	-3	-1	-0.3	1	6	20
COC(=O)c1cc(Cl)cc2c(C)c(C3(O)CCCCC3)[nH]c12	-16	-2	4	1	-2	-3	-1.0	-4	-13	2
Nc1nc(Cl)cc(N2CCC(c3cc(-c4ccc(Cl)cc4)n[nH]3)CC2)n1	14	4	43	2	20	7	-0.8	-7	23	3
COc1ccc(C(=O)N2CCN(S(=O)(=O)c3ccc(C)cc3)CC2)cc1S(=O)(=O)N1CCOCC1	-16	-15	-8	-2	-6	6	0.2	-26	16	-16
CC1CCN(c2ccc3nnc(CCC(=O)Nc4cccc(F)c4)n3n2)CC1	6	6	12	-3	3	1	-0.5	-4	-11	31
O=S(=O)(NCC(c1ccco1)N1CCc2ccccc21)c1ccccc1 (stereo not drawn)	x	-6	-8	3	x	x	-21	0	16	15
COc1ccccc1NCC(=O)N/N=C(\C)c1ccc(Br)s1	-4	-8	1	8	2	-1	0.1	-2	7	9
Cc1ccc(OCc2ccc(C(=O)Nc3ccc(S(N)(=O)=O)cc3)o2)cc1	-15	-4	16	7	1	10	0.5	-2	11	30
Cc1c(Cl)cccc1NC(=O)CNc1cccc(S(=O)(=O)N(C)C)c1	-9	2	12	8	4	1	0.5	-12	1	15
COc1cc2c(cc1C1C(C#N)=C(N)OC3=C1C(=O)CC(C)(C)C3)OCO2 (stereo not drawn)	-3	2	-4	9	0	0	1.0	-1	-4	2
Cc1ccc(NC(=O)C2C3C=CC4(O3)C2C(=O)N(CCCN2CCCCC2)C4C(=O)NC2CCCCC2)cc1Cl (stereo not drawn)	-3	0	-1	5	2	-1	-1.1	14	5	x
COc1ccc2nc(SCCC(=O)O)cc(C)c2c1	-27	3	2	0	10	-2	-0.1	5	6	13
O=C(C1CC1)N1N=C(c2ccc(Cl)cc2)CC1(O)C(F)(F)F (stereo not drawn)	-10	5	-2	-6	4	-4	-7.7	-1	21	18
COc1ccc(-c2noc(-c3ccccc3C(=O)Nc3cccnc3)n2)cc1	-38	-4	-53	13	-6	1	0.1	7	19	27
COc1ccc(/C=c2\s/c(=C(/C#N)C(=O)NCc3ccco3)n(-c3ccccc3)c2=O)cc1	-8	-2	5	-2	6	1	0.2	-4	-1	-6
CSc1ccccc1NC(=O)CSCc1ccccc1Br	-4	-12	4	19	1	-2	-0.3	17	21	-9
CC(=O)/C(C[N+]1(C)CCCCC1)=N\O	5	-6	1	-1	6	0	-2.7	-13	-16	35
O=C(COc1cc(F)ccc1[N+](=O)[O-])Nc1cccc(Br)c1	-10	-2	-71	22	-2	0	0.9	10	27	18
CCOc1ccc2nc(NC(=O)CN3CCN(CC)CC3)sc2c1	-27	5	-32	1	9	-2	0.5	3	-8	0
COc1ccc(-c2ccc(/C=N/NC(=O)Cc3nnc(N)s3)o2)cc1Cl	-2	-4	-6	-7	-9	3	0.4	-1	-24	7
O=C(c1ccco1)N1CCN(C(=O)c2ccc(COc3ccc4c(c3)CCC4)o2)CC1	-25	3	1	12	-6	3	-28	0	16	8
COc1ccc(Br)cc1CNC(=O)C1CCN(S(=O)(=O)N2CCCCC2)CC1	-11	x	23	-2	-3	2	-0.6	9	9	20
Cc1cc(CNCc2c(C(=O)N3CCCCCCC3)nc3ccc(Cl)cn23)nn1C	-8	-4	-1	-1	-3	-2	-0.7	-5	4	21
CNc1sc(C(=O)c2cccs2)c(N)c1-c1nc2ccccc2s1	-132	6	-157	22	7	2	3.4	7	35	21
COc1ccc(CC(=O)Nc2ccc3c(c2)OCO3)cc1S(=O)(=O)N1CCOCC1	2	1	8	-31	-3	7	-0.4	2	-40	25
More records follow.
SMILES	KLF5 inhibitor	HDAC3 inhib	aSyn 5UTR inh	HSF1 inh	IEC-6 tox	HSP90 inh	HIF act	Platelet DG rel	HSF1 activator	AI-2 QS mod
CCOC(=O)C1CCCN(C(=O)c2csc(-c3ccc4c(c3)CCO4)n2)C1 (stereo not drawn)	9	6	-50	0	6	1	-0.2	-6	x	-8
COc1cccc(/C=C/C(=O)OC(C)C(=O)Nc2c(C)n(C)n(-c3ccccc3)c2=O)c1 (stereo not drawn)	0	-12	-112	3	-4	-1	-0.7	-5	-1	16
CC(C)NC(=O)CC(=O)N/N=C/c1c(F)cccc1Cl	-20	-4	4	-4	-2	-2	-0.3	0	6	15
CC(=O)OCc1c(C(F)(F)F)nn(C)c1Sc1ccccc1	-9	5	20	2	-7	1	-0.5	-5	7	5
CCSc1nc2ccccc2[nH]1	-52&1	0&4	-35&14	-7&-5	-4&-4	-8&-2	-0.1&0.0	-1&-9	10&-9	16&24
COc1cc(/C=C/C(=O)N2CCCC2)cc(OC)c1OC	-14	-4	1	1	-4	1	0.0	10	0	19
CCOc1ccccc1Nc1cc(C)nc2nnnn12	-16	-2	-9	4	1	-1	-0.2	1	-6	12
COCc1cc(C)nc(SCC[N+](C)(C)CC(=O)Nc2cccc(C(F)(F)F)c2)c1C#N	1	-3	3	2	-1	0	-0.5	2	4	16
COc1ccc(O)c(C(=O)c2cc(SCC(=O)O)c3nc4sc5c(c4c(=O)n3c2)CCCC5)c1	-5	5	0	0	-3	1	-0.2	-1	-13	13
CC1CC(C)CN(C(=O)Cn2cc(C=O)c3ccccc32)C1 (stereo not drawn)	-37	x	9	-3	-3	3	-0.1	3	14	-3
CCOC(=O)C1C(c2ccc(O)c(OC)c2)NC(=S)NC1(O)C(F)(F)F (stereo not drawn)	8	5	-2	-3	6	2	-0.3	3	-4	-1
O=C(COc1cccc(NC(=O)c2ccccc2)c1)c1ccccc1	-49	-2	-23	4	-8	-4	0.1	-11	29	2

The order is random; about 5% have a hit in one of these screens.
